Source: PubChem (National Center for Advancing Translational Sciences (NCATS))
D1 potentiator – Potentiators of Human D1 Dopamine Receptor: qHTS; D(1A) dopamine receptor (Homo sapiens), P21728; HEK293 TREx D1 cells, calcium flux, dopamine EC20 potentiation; potentiation, % at 10 µM; 0.036% of 360,000 active; AID 504651, 2011; in the data active = potentiation above about 30%; also: 0% is about no effect
Target sequence (P21728 whole entry, looked up): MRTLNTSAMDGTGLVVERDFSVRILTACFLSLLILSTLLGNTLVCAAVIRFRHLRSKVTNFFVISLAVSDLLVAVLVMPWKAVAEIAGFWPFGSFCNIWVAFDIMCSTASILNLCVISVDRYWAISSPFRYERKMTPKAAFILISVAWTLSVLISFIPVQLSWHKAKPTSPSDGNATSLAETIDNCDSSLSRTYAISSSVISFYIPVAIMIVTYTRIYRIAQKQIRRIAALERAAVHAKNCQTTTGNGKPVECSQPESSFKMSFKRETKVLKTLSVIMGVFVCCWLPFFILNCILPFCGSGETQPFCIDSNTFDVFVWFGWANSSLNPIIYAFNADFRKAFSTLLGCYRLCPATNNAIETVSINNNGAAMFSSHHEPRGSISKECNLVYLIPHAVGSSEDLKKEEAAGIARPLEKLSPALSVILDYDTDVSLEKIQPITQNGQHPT
D1 antag – Antagonist of Human D 1 Dopamine Receptor: qHTS; activity change, negative = inhibition, % at 10 µM; 3.2% of 360,000 active; HEK293 TREx D1 cells, calcium flux, dopamine EC80; stronger effect = lower value; D(1A) dopamine receptor (Homo sapiens), P21728; in the data active = activity change below about -30%; also: % is scaled to controls: 0 for no effect and ±100 for the full control effect
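Allosteric or orthosteric antagonism assessed as attenuation of the calcium response to EC80 dopamine, added 180 s after compound, in induced HEK293 Trex D1 cells loaded with no-wash calcium dye.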
D2 antag – HTS Assay for Allosteric Antagonists of the Human D2 Dopamine Receptor: Primary Screen for Antagonists. D(2) dopamine receptor (Homo sapiens), P14416. inhibition, % at 10 µM. HEK293 TREx D2 cells, calcium flux, dopamine EC80. 2% of 340,000 active; in the data active = inhibition above about 30%; also: 0% is about no effect
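Cells plated overnight at 30 C with tetracycline; no-wash calcium dye, 30–90 min RT; 10 s baseline; compound pinned; 180 s read; EC80 dopamine added; another 180 s read.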
RXFP1 antag – qHTS Assay for Antagonists of the Relaxin Receptor RXFP1; Relaxin receptor 1 (Homo sapiens), Q9HBX9; HEK293-RXFP1, relaxin-stimulated cAMP HTRF, 30 min; stronger effect = lower value; activity change, negative = inhibition, % at 57.5 µM; 0.59% of 350,000 active; AID 1259400, 2018;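 active = activity change of -60% or lower, but not beyond a set lower limit; inconclusive = change between -60% and -40%, or beyond the set limit; inactive = change above -40%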; also: % is scaled to controls: 0 for no effect and ±100 for the full control effect
D2 potentiator – HTS Assay for Positive Allosteric Modulators of the Human D2 Dopamine Receptor: Primary Screen for Potentiators; D(2) dopamine receptor (Homo sapiens), P14416; HEK293 T-REx D2, calcium flux, EC20 dopamine potentiation; potentiation, % at 10 µM; 0.34% of 340,000 active; AID 485347, 2010;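 active = potentiation over 3 SD above the plate norm, cut at about 30% in these data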; also: 0% is about no effect
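Potentiation of an EC20 dopamine calcium response measured kinetically over 180 s, after a preceding 180 s compound-only read flagging agonists. Cells: inducible Hek293 Trex D2 line, 4000/well, cultured overnight at 30 C before dye loading.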
D1 agonist – Allosteric Agonists of the Human D1 Dopamine Receptor: qHTS. D(1A) dopamine receptor (Homo sapiens), P21728. HEK293 T-REx D1 cells, calcium flux, agonist mode. activation, % at 2 µM. 1% of 360,000 active. AID 504660, 2011; also: 0% is about no effect
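Agonism was scored from calcium flux recorded over 180 s (1 read/s) after pintool compound addition, following a 10-cycle baseline. Cells were inducible force-coupled HEK293 TREx D1, plated overnight at 30 C and loaded with no-wash calcium dye.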
TRHR ag – qHTS for Small Molecule Agonists and Allosteric Enhancers of Human TRH Receptor: Primary Screen for Agonists; Thyrotropin-releasing hormone receptor (Homo sapiens), P34981; TRHR cells, calcium flux fluo-8, FDSS agonist mode; activation, % at 2 µM; 0.18% of 360,000 active; AID 493084, 2011; also: 0% is about no effect
Target sequence (P34981 whole entry, looked up): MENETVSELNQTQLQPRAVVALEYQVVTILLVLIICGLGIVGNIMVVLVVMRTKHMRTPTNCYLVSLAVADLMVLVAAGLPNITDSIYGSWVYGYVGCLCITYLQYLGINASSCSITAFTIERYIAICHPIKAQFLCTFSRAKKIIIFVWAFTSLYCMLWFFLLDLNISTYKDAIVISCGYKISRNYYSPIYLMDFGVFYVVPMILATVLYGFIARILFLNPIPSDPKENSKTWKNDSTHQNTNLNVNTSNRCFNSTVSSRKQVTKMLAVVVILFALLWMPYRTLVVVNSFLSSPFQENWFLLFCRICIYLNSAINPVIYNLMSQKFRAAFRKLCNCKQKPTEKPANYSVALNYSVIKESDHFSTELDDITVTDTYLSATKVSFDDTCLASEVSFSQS
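TRHR-expressing cells, plated overnight in medium with 10% serum, were loaded with fluo-8 calcium dye at room temperature. After a 10 s baseline, library compound was pin-added and calcium release was recorded kinetically (ex 480/em 530) as agonist response.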
TRHR enhancer – qHTS for Small Molecule Agonists and Allosteric Enhancers of Human TRH Receptor: Primary Screen for Enhancers; TRHR cells, fluo-8 calcium fluorescence, EC20 TRH enhancement; AID 493056, 2011; Thyrotropin-releasing hormone receptor (Homo sapiens), P34981; enhancement, % at 2 µM; 0.66% of 360,000 active; in the data active = enhancement above about 30%; also: 0% is about no effect
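Enhancer read-out: after compound pinning and an initial kinetic agonist-mode read, an EC20 of TRH (10 nM final) was injected and fluo-8 calcium signal (Ex 480/Em 530) followed at 1 s/cycle for 100 cycles in TRHR-expressing cells.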
D2 ag – HTS Assay for Allosteric Agonists of the Human D2 Dopamine Receptor: Primary Screen for Agonists; D(2) dopamine receptor (Homo sapiens), P14416; HEK293 T-REx D2 cells, calcium flux agonist mode; activation, % at 2 µM; 0.53% of 340,000 active; AID 485358, 2010;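 active = activation over 3 SD above normal in the single-dose calcium agonist read, cut at about 30% in these data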; also: 0% is about no effect
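Agonism is scored from calcium flux in a force-coupled, inducible HEK293 cell line expressing D2, read kinetically for 180 s after compound addition against dopamine controls.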
Active calls of the source: *; ? = inconclusive; . = not tested or not shown. Rule as the data show it, unless noted: active = activation above about 30%; inactive = the rest.

SMILES	D1 potentiator	D1 antag	D2 antag	RXFP1 antag	D2 potentiator	D1 agonist	TRHR ag	TRHR enhancer	D2 ag
CCCCCCOc1ccc(N2C(=O)CC(N3CCN(CCN=CC4C(=O)CC(C)(C)CC4=O)CC3)C2=O)cc1 (stereo not drawn)	-1.2	-15.0	3.3	-15.0	18.1	-0.4	-0.2	3.9	0.3
COc1ccc(S(=O)(=O)N2CCc3ccccc32)cc1C(=O)N1CCN(C=O)CC1	5.5	-5.3	25.2	-4.3	-12.3	1.8	0.3	3.7	0.0
Cc1cc(=O)[nH]c2c1c(-c1ccccc1)nn2C	-4.2	-0.7	-2.9	-5.5	2.2	-0.1	0.1	-1.2	2.3
CCC(C)c1ccc(NC(=O)c2[nH]c(C)c(C(C)=O)c2C)cc1 (stereo not drawn)	-13.2	-3.7	-12.0	-15.8	-19.5	8.3	-1.4	1.9	-2.1
Cc1cccc(OCC(=O)Nc2ccc3c(c2)nc2n3CCOC2)c1	2.4	11.8	10.3	-4.4	3.4	4.2	0.5	15.5	0.4
CCN(Cc1ccccc1)Cc1c(C)[nH]c2c(C)c(C)ccc2c1=O	-5.7	1.3	-0.9	8.1	10.7	2.5	1.6	1.0	0.2
COc1ccc(C2=NS(=O)(=O)N(C)C(C(=O)Nc3ccc(C(C)=O)cc3)=C2)cc1OC	-1.9	-11.2	-3.5	-22.5	6.7	2.0	0.5	-3.7	0.0
Cc1ccc(C(=O)NCC(=O)NCC(=O)OCC(=O)c2ccc(Br)cc2)cc1	5.5	-5.0	-9.3	-4.8	12.2	1.1	-0.7	9.0	-0.3
O=C(NCCO)c1ccc2c3n(nc2c1)-c1ccc(Cl)cc1CO3	-4.6	-29.0	3.4	.	6.8	8.7	0.1	3.5	0.2
C/C(N)=C(/C#N)C(=O)CSc1nnc(Nc2cccc(C)c2C)s1	-2.4	-27.7	-20.5	?	9.8	4.8	-0.8	-9.1	-0.8
C/C(=N\NC(=O)c1cccc(S(=O)(=O)Nc2ccccc2Cl)c1)c1ccc(-n2ccnc2)cc1	1.2	11.9	2.7	8.5	8.6	-1.6	-0.2	2.7	0.2
COC(=O)c1ccc(CSc2nccn2C)cc1	0.7	2.5	13.3	-3.6	4.9	1.1	-0.1	-3.7	0.4
COc1cc(Cn2c(=O)sc3ccccc32)ccc1OCCC(C)C	-5.0	-18.0	.	-25.3	-13.5	17.5	0.7	-11.4	0.3
O=C(NCc1ccc(F)cc1)C(c1cccs1)N(C(=O)c1csnn1)C1CC1 (stereo not drawn)	-1.6	1.9	3.9	12.9	-6.6	-1.5	-0.2	-1.5	0.5
C=CCn1c(SCC(=O)N2CC(=O)Nc3ccccc32)nc2scc(-c3ccccc3)c2c1=O	-6.2	8.7	-10.3	-2.9	9.5	4.3	0.9	7.9	-0.4
COc1cccc(N2CCN(c3ncnc4onc(-c5ccc(F)cc5)c34)CC2)c1	0.8	4.9	.	5.7	-7.8	1.3	-0.4	-2.4	-0.3
O=C(c1cncc(Br)c1)N1CCN(S(=O)(=O)c2ccc(Cl)cc2)CC1	-0.7	-0.6	-22.4	5.9	4.8	-1.2	0.5	-5.6	0.1
COc1ccc(OC)c(NC(=O)CCN2CCN(c3ccccc3OC)CC2)c1	0.2	-63.7*	71.9*	4.8	-19.8	3.1	-0.1	5.2	13.8
O=C(NCc1ccccc1)C1CCCN1S(=O)(=O)c1ccc(Cl)cc1 (stereo not drawn)	0.4	2.5	10.0	0.6	-2.8	2.7	-0.5	-2.9	0.2
Cc1cc(NC(=O)CSc2nc3c(C)ccc(C)c3cc2C#N)no1	-4.3	3.3	10.5	-7.7	-8.2	1.1	1.2	8.8	0.8
CCOc1cc(C(=O)N2CCN(c3ccccn3)CC2)cc(OCC)c1OCC	-0.8	20.9	2.8	1.4	-0.4	-0.1	0.3	-7.6	-0.4
Cc1ccc(NS(=O)(=O)c2ccc3c(c2)CCN3C(=O)CCC(=O)O)cc1Cl	-23.8	-0.4	5.4	-0.7	8.2	39.6*	0.1	24.9	-1.1
CCC(C)NC(=O)c1cn(-c2cccc(OC)c2)c(=O)c2ccccc12 (stereo not drawn)	3.5	-5.8	-24.6	1.2	-1.2	1.3	-0.6	7.5	-2.2
CCc1nc(N=Nc2c(O)[nH]c3ccccc23)c2c3c(sc2n1)CCC3	-1.9	-1.6	-2.7	-16.6	-15.7	3.1	0.3	-1.2	-0.2
O=C(NC(Cc1ccccc1)C(=O)O)/C(=C\c1ccc([N+](=O)[O-])cc1)NC(=O)c1ccco1 (stereo not drawn)	5.2	12.7	-3.8	-2.7	7.3	18.8	2.2	-3.1	0.9
O=C(O)Cc1c(-c2ccccc2Cl)c2cc(Br)ccc2[nH]c1=O	0.8	1.7	-13.0	7.0	-3.1	0.5	0.5	1.8	0.8
COc1ccc(C(CC(=O)O)NC(=O)Cc2ccccc2)cc1 (stereo not drawn)	1.1	5.5	-8.2	0.6	-6.7	2.3	0.1	2.9	0.0
CCc1c(CN2CCN(c3ccc(F)cc3)CC2)csc1C	-1.6	-4.1	.	-31.7	-8.6	2.8	0.7	0.3	-1.4
CC(C)NC(=O)c1onc(CSc2ccc(C(C)C)cc2)c1C(=O)O	-1.9	0.5	-13.4	.	9.9	-0.5	0.1	-2.0	-0.2
COc1ccc(Cn2c(CCC(=O)NCc3ccc(Cl)cc3)nc3cccnc32)cc1	0.8	3.7	.	-19.0	11.6	22.3	-0.8	4.7	-0.2

Random excerpt: 3 records from the list
SMILES	D1 potentiator	D1 antag	D2 antag	RXFP1 antag	D2 potentiator	D1 agonist	TRHR ag	TRHR enhancer	D2 ag
COc1cc(Cn2c(=O)sc3ccccc32)ccc1OCCC(C)C	-5.0	-18.0	.	-25.3	-13.5	17.5	0.7	-11.4	0.3
CCc1nc(N=Nc2c(O)[nH]c3ccccc23)c2c3c(sc2n1)CCC3	-1.9	-1.6	-2.7	-16.6	-15.7	3.1	0.3	-1.2	-0.2
O=C(NCc1ccc(F)cc1)C(c1cccs1)N(C(=O)c1csnn1)C1CC1 (stereo not drawn)	-1.6	1.9	3.9	12.9	-6.6	-1.5	-0.2	-1.5	0.5

Carrying on:
SMILES	D1 potentiator	D1 antag	D2 antag	RXFP1 antag	D2 potentiator	D1 agonist	TRHR ag	TRHR enhancer	D2 ag
O=C(NCCNC(=O)c1cc(Cl)ccc1Cl)c1ccco1	-2.6	2.1	13.4	-4.4	6.5	0.8	0.1	-1.7	-0.7
CN(C)c1ccc(/C=N/Nc2nncc3ccccc23)cc1	0.3	-6.1	5.4	0.2	-1.1	7.0	-0.4	6.4	0.4
CCCc1nc2sc3ccccc3c(=O)c2c(=O)n1Cc1ccco1	11.4	42.0	-39.1	2.2	8.6	80.2*	0.1	8.4	2.3
CCNc1nc(NCC)nc(OCCNS(=O)(=O)c2ccccc2)n1	2.2	9.5	2.5	-4.4	-5.6	1.3	0.0	-0.7	-0.3
O=C(c1ccc(Cl)c(S(=O)(=O)N2CCOCC2)c1)N1CCN(c2ccccn2)CC1	-4.6	0.4	16.0	6.2	-5.9	2.3	0.7	-5.1	1.7
CN1CCN(S(=O)(=O)c2cccc(C(=O)Nc3ccccc3N3CCOCC3)c2)CC1	-0.7	0.4	.	3.1	.	0.1	-0.1	-5.8	.
CC(C)OCCCNC(=O)C1CCC(CNS(=O)(=O)c2ccccc2)CC1 (stereo not drawn)	-6.7	3.2	-3.9	-12.6	13.5	3.4	1.6	-1.2	-2.2
COC(=O)c1c(NC(=O)c2c(Cl)cnn2C)sc(C)c1C	-6.4	1.6	1.2	-2.6	-3.6	0.3	-1.5	-7.8	0.0
Cc1cccc(C)c1Nc1nnc(SCc2cn3cccc(C)c3n2)s1	4.2	3.1	-5.9	3.7	3.3	0.9	-0.9	5.1	0.2
COc1ccc(S(=O)(=O)NC2CC(C)(C)NC(C)(C)C2)c2ccccc12	-0.5	-8.2	7.5	-16.5	-3.6	4.7	0.2	5.6	0.9
COc1ccc(/C=C2\N=C(C)N(c3ccc4ccccc4c3)C2=O)cc1OC	-6.7	-43.4*	3.3	1.9	1.0	8.1	2.5	-8.6	1.0
O=C(N/N=C/c1ccncc1)c1ccccc1	1.4	8.2	-8.4	-12.4	4.8	-2.7	0.7	-5.0	0.1
CC(Cl)C(=O)Nc1cc(C(F)(F)F)ccc1N1CCOCC1 (stereo not drawn)	-3.9	37.9	-21.3	-27.9	4.0	3.7	-0.5	5.1	-0.5
COc1ccccc1COC(=O)c1ccc(S(=O)(=O)N2CCOCC2)cc1	-6.2	27.5	11.7	-0.6	0.5	4.0	-1.6	0.6	0.7
COc1ccc(S(=O)(=O)N2CCC(C(=O)NC3CCCCC3C)CC2)cc1 (stereo not drawn)	.	-9.9	-11.7	-8.7	4.2	7.5	-0.4	3.3	-0.3
COc1cccc(NC(=O)/C=C/c2ccccc2[N+](=O)[O-])c1	2.2	-7.4	-4.6	-5.3	-20.6	1.3	-0.5	-0.3	-0.8
CC1=C(C(=O)OCC2CCCO2)C(c2coc3ccc(C)cc3c2=O)C2=C(CCCC2=O)N1 (stereo not drawn)	-2.4	-8.2	-4.8	-9.7	31.1*	0.1	0.1	-6.0	0.2
CN1C(=O)c2cccc3c(Cl)ccc(c23)C1=O	1.1	3.5	-10.3	0.1	4.4	2.9	0.4	-2.0	1.1
CCN(CC)S(=O)(=O)c1ccc(NC(=O)CSc2ncnc3ccccc23)cc1	0.9	12.3	6.1	-3.2	5.2	1.6	0.3	4.7	0.3
NC(=O)C1=C[C@@H](c2ccc(Br)cc2)C[C@@H](OCCCCO)O1	0.2	5.8	-18.1	.	-4.2	-2.9	-0.3	3.1	-0.1
Cc1ccc(NC(=O)CSc2sc3c(O)cc(=O)[nH]c3c2C#N)cc1C	-2.1	3.6	-0.6	-16.2	.	0.7	0.1	-2.5	2.7
O=C(CCC(=O)Nc1ccccc1Cl)NNS(=O)(=O)c1ccc(Cl)cc1	-6.8	-7.9	-2.5	-0.2	11.0	0.3	-0.2	1.6	0.3

Just D1 antag, for 2 of the compounds above:
compound	D1 antag
COc1ccc(C2=NS(=O)(=O)N(C)C(C(=O)Nc3ccc(C(C)=O)cc3)=C2)cc1OC	-11.2
Cc1ccc(C(=O)NCC(=O)NCC(=O)OCC(=O)c2ccc(Br)cc2)cc1	-5.0
